From PubChem BioAssay
FLuc inh: Photinus pyralis luciferase inhibition | P08659 | purified P. pyralis luciferase, luminescence, biochemical | Potency, µM (doses to about 115 µM), for the others: top-dose activity change, negative = inhibition, actives largely listed as inhibitors | actives 2.5% (n = 76,000) | AID 1347043; further: potency means the concentration at half of the fitted maximal effect; nearly all actives have a fitted effect of over 65% in size
Target sequence (P08659 whole entry, looked up): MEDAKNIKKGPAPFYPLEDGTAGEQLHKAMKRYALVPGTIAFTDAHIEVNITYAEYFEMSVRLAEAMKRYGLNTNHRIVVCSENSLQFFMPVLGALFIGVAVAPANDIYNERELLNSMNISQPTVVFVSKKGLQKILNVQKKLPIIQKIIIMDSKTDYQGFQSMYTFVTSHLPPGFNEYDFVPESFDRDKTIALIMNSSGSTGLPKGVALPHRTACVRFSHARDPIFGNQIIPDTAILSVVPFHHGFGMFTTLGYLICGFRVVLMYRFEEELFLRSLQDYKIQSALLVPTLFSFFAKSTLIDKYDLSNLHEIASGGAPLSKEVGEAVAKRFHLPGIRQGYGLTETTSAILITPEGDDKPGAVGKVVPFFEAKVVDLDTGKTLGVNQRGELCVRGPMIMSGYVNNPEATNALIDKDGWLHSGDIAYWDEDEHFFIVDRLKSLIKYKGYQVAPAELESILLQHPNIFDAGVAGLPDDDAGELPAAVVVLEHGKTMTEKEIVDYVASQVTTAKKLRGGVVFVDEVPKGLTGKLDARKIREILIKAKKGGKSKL
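Inhibitors were tested against purified firefly luciferase in a biochemical, low-substrate format (both substrates at 10uM) and luminescence measured with a CCD imager.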
NIH3T3 tox: kills NIH 3T3 cells | actives 4.3% (n = 94,000) | Potency, µM (doses to about 96.7 µM), for the others: top-dose activity change, negative = cytotoxicity, most hits filed as inhibitors | NIH 3T3 viability, CellTiter-Glo ATP luminescence, 48-72 h; further: potency means the concentration at half of the fitted maximal effect; nearly all actives have a fitted effect of over 55% in size
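Cytotoxicity was measured by CellTiter-Glo ATP luminescence after 48 or 72 h compound exposure at 37 °C. Mouse NIH 3T3 fibroblasts were seeded at 400 cells/well and dosed by 23 nL pin transfer.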
HEK293 tox: HEK 293 cell cytotoxicity; actives 6.6% (n = 94,000); HEK 293 viability, ATP luminescence (CellTiter-Glo), 48-72 h; Potency, µM (top dose mostly 115 µM), without a hit: at the top dose activity change, negative = cytotoxicity, most hits filed as inhibitors; AID 1345083; further: potency means the concentration at half of the fitted maximal effect; nearly all actives have a fitted effect of over 60% in size
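ATP-coupled CellTiter-Glo luminescence served as viability read-out, recorded 10 min after reagent addition at room temperature. HEK 293 cells, 250 cells/well, had been incubated with pintool-transferred compound for 48 or 72 hr at 37 degree Celsius.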
SNCA expr inh: SNCA gene expression inhibition. AID 1671194. HEK-293 SNCA-luciferase knock-in, luminescence, 24 h. Potency, µM (series often up to 57.2 µM), for the others: top-dose activity change, negative = inhibition, usual class: inhibitors. actives 0.17% (n = 140,000);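 further: potency means the concentration at half of the fitted maximal effect; plate controls were DMSO cells for no effect and cell-free wells for full effect; nearly all actives have a fitted effect of over 45% in size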
GPT2 inh: inhibitors of human GPT2 alanine aminotransferase; actives 0.25% (n = 100,000); AID 1671188; Potency, µM (highest dose often 57.7 µM), for inactives: at the top dose activity change, negative = inhibition, hits mostly inhibitors; Q8TD30; Recombinant GPT2, coupled pyruvate oxidase/HRP Amplex Red fluorescence; further: potency means the concentration at half of the fitted maximal effect; nearly all actives have a fitted effect of over 60% in size; many of its hits are not listed in these tables
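GPT2 10ng/uL, a-KG 250uM, L-Ala 2mM, HEPES pH7.5 + 0.0001% Tween; 30 min RT. Then Amplex mix (PO/HRP/ThPP), 30 min RT dark, fluorescence. AOA 50uM used as positive control.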
SNCA viab count: counter-screen for SNCA expression inhibitors: cell viability; Potency, µM (highest dose often 57.1 µM), without a hit: top-dose activity change, negative = cytotoxicity, hits mostly cytotoxic; HEK-293-SNCA-luc viability, GF-AFC fluorescence, 24 h; AID 1671193; actives 0.12% (n = 150,000);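 further: potency means the concentration at half of the fitted maximal effect; 0% = DMSO-treated cells and -100% = medium-only wells without cells; nearly all actives have a fitted effect of over 30% in size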
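Cytotoxicity counterscreen: after 24 h compound treatment of genome-edited SNCA-luciferase HEK-293 cells, live-cell protease substrate GF-AFC read by fluorescence after 30 min; activity scaled between DMSO (0%) and medium-only (-100%), curves Hill-fitted.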
IP6K1 inh: blocks human inositol hexakisphosphate kinase 1; Q92551; IP6K1 kinase, ADP-Glo luminescence, 2 h; active compounds read low; activity change, % (series mostly up to about 58 µM); actives 0.81% (n = 140,000); AID 1645851; in the data active means activity change below about -25%
Target sequence (Q92551 whole entry, looked up): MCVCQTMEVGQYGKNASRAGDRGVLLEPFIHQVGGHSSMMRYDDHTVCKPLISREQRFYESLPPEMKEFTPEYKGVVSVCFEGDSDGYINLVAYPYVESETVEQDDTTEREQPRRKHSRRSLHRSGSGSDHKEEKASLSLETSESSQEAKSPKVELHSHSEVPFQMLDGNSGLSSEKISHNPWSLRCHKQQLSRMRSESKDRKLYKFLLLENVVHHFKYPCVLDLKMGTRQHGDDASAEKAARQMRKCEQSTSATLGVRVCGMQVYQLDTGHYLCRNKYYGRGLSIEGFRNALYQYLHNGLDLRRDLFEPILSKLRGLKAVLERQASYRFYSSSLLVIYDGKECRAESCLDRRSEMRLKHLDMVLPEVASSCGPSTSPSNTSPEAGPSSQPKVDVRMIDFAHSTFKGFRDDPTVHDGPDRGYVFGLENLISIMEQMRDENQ
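ADP-Glo luminescence measures ADP made by human IP6K1 during a 2 h RT reaction with ATP/IP6 (mix at 1.3 mM/130 uM); top library doses 57.5 and 19.1 uM final.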
An asterisk follows results filed as active; i = inactive; ? = inconclusive; nt = not tested or not shown; [ ] = dose if it differs, or a comment. Unless noted, the call rests on the fitted dose curve; in most records, active means well fitted curve in the direction sought with a large enough effect; inconclusive means small, poorly fitted or top-dose-only effect, or another doubt; inactive means no such curve, though single readings can be large; an effect the other way counts as inactive or inconclusive. Unless noted, on the % scale 0 is the no-effect control and ±100 the full control effect. A portion of the library (hit frequency here may not be typical).

item	smiles	FLuc inh	NIH3T3 tox	HEK293 tox	SNCA expr inh
1	Cc1ccccc1OCc1nc(C2CN(C(=O)c3ccc4nc[nH]c4c3)C2)no1	-4.8%	?	?	-0.7%
2	c1ccc(-c2nnc3n2CCN(Cc2cscn2)C3)cc1	nt	-18.0%[138 µM]	3.7%[172 µM]	-5.6%[87.6 µM]
3	CCOc1ccc(Nc2nc3cc(Cl)c(Cl)cc3nc2-n2nc(C)cc2C)cc1	nt	nt	nt	-1.2%
4	CC(C)(C)C(=O)Nc1ccc([C@H]2OCC(=O)N(Cc3ccccc3)[C@@H]2CO)cc1	-1.3%[172 µM]	-20.7%[174 µM]	1.8%[172 µM]	-10.4%[87.6 µM]
5	OCc1cccc(-c2cc3c(cn2)CN(Cc2ccccc2)CCN3)c1	14.1µM*	?	?	48.5%[activator][87.6 µM]
6	CCCCN1C(=O)[C@@H]2C[C@@H](O)CN2C2(CN(CC3CC3)C2)C1=O	0.2%[172 µM]	i	i	13.2%[87.6 µM]
7	CCC(Cc1ccccc1)NC(=O)c1csc2c1CCCCC2 (stereo not given)	nt	nt	nt	46.1%
8	CS(=O)(=O)N[C@@H]1C[C@H](Cn2cc(-c3cccnc3)nn2)[C@@H](O)[C@H]1O	7.5%[172 µM]	i	i	-14.8%[87.6 µM]
9	Cc1cccc(C)c1OCC(=O)N(Cc1ccco1)Cc1ccco1	nt	nt	nt	17.6%
10	CCn1cc(C(=O)NCc2ccc(C)cc2)c(=O)c2cc(S(=O)(=O)N3CCC(C)CC3)ccc21	nt	nt	nt	21.1%

item	GPT2 inh	SNCA viab count	IP6K1 inh
1	1.7%	-3.9%	0.0
2	i	3.6%[87.6 µM]	10.8
3	nt	-3.3%	-12.5
4	-32.0%[88.5 µM]	8.2%[87.6 µM]	-6.4
5	-5.2%[88.5 µM]	-10.1%[87.6 µM]	-9.0
6	i	-0.1%[87.6 µM]	-9.0
7	nt	17.4%	8.6
8	i	-1.0%[87.6 µM]	3.9
9	nt	3.3%	7.3
10	nt	15.6%	11.8

The listing continues.
item	smiles	FLuc inh	NIH3T3 tox	HEK293 tox	SNCA expr inh
11	CN(C)S(=O)(=O)N1CCCC1C(=O)Nc1ccc(-c2cccc(F)c2)cc1 (stereo not given)	?	?	?	94.6%[activator]
12	COc1ccccc1C(=O)N1CC(Oc2ccc(F)c(F)c2)C1	nt	-17.4%	-21.3%	2.6%
13	O=C(c1ccc(F)cc1)N1C[C@@H]2OCC(=O)N(Cc3ccccn3)[C@@H]2C1	-5.4%[172 µM]	-24.3%[174 µM]	1.3%[172 µM]	-2.0%[87.6 µM]
14	Cc1ccc(NC(=O)Nc2nnc(N3CCCC3)s2)c(C)c1	nt	nt	nt	-18.6%
15	COC(=O)c1scc(-c2ccc(C)cc2)c1S(=O)(=O)Nc1ccc(OC(F)(F)F)cc1	nt	nt	nt	-23.0%
16	Cc1ccc2c(CC(=O)Nc3ccc(S(=O)(=O)N4CCCCC4C)cc3)coc2c1C (stereo not given)	nt	nt	nt	-8.5%
17	Fc1cccc(-c2cc3c(cn2)CN(Cc2ccncc2)CCN3)c1	39.8µM*	-23.3%[138 µM]	?	8.9%[87.6 µM]
18	O=C(CCn1ccn2nc3c(c2c1=O)CCCC3)NCc1ccco1	-4.3%	-10.6%	2.3%	-19.8%
19	CC(C)CC(=O)n1nc(-c2cccnc2)nc1NCc1ccc(F)cc1	nt	nt	nt	7.4%
20	Cc1nn2c(c1-c1ccccc1-c1ccccc1)N(Cc1ccc(OCC(=O)O)cc1)CCC2	-11.8%	?	?	?

item	GPT2 inh	SNCA viab count	IP6K1 inh
11	i	-2.8%	5.6
12	i	5.8%	-9.2
13	-24.8%[88.5 µM]	2.0%[87.6 µM]	10.0
14	nt	2.7%	17.0
15	nt	13.9%	-2.4
16	nt	-6.2%	-3.3
17	-4.2%[88.5 µM]	-9.1%[87.6 µM]	-14.2
18	i	-3.7%	0.5
19	nt	6.7%	-22.3
20	0.3%	-14.6%	6.3

Remaining list, next part:
item	smiles	FLuc inh	NIH3T3 tox	HEK293 tox	SNCA expr inh
21	CC(=O)c1c(C)nn(C(C)CC(=O)N2C[C@H]3CC=CC[C@H]3C2)c1C (stereo not given in full)	-1.1%	i	-0.7%	4.2%
22	COc1ccc(-c2cc(N3CCC(NC(=O)c4ccccc4Cl)CC3)n[nH]2)cc1	-3.6%	?	?	10.3%
23	CN(C(=O)c1ccccc1Cl)C1CCCc2ccccc21 (stereo not given)	-3.9%[172 µM]	-24.1%[138 µM]	?	15.9%[87.6 µM]
24	Cc1ccc(C)c(S(=O)(=O)NCCn2c(C)cnc2C2CCC2)c1	-2.3%	-11.3%	?	-14.1%
25	COc1ccc(NC(=O)N2CC(C(=O)N(C)C)C3(CCOCC3)C2)c(OC)c1 (stereo not given)	0.9%	i	2.2%	3.7%
26	c1ccc(-c2nnc3ccc(NC4CCC4)nn23)nc1	2.9%[230 µM]	?	-25.5%[230 µM]	22.9%[87.6 µM]
27	COc1ccccc1NC(=O)c1sc2nc3n(c(=O)c2c1C)N=C(c1cccc(Br)c1)CS3	nt	nt	nt	1.9%
28	CN(Cc1ccccc1)C(=O)c1cc(-c2ccncc2)cn1C	-7.9%	?	?	?
29	COc1ccc(CCNC(=O)c2cn(C)c3ccc(S(=O)(=O)N(C)C)cc3c2=O)cc1OC	nt	nt	nt	35.3%
30	O=C(NCc1ccco1)C1CCCCC(=O)N1Cc1ccccc1 (stereo not given)	nt	-9.8%	1.1%	-20.4%

item	GPT2 inh	SNCA viab count	IP6K1 inh
21	-2.4%	2.5%	-3.9
22	i	2.1%	3.4
23	i	-0.8%[87.6 µM]	-10.6
24	-12.3%	4.5%	4.6
25	-10.3%	-10.9%	1.7
26	4.4%[88.5 µM]	11.6%[87.6 µM]	-12.2
27	nt	9.9%	-3.5
28	1.5%	-4.6%	-9.5
29	nt	-5.1%	2.8
30	?	1.2%	-1.1

Next section:
item	smiles	FLuc inh	NIH3T3 tox	HEK293 tox	SNCA expr inh
31	COc1ccc(-c2cnnn2-c2ccc(NC(=O)c3c(F)cccc3F)cc2)cc1	nt	nt	nt	6.7%
32	CCC(C(=O)NC1CCCCC1)n1nc(C)c2sc3ccccc3c2c1=O (stereo not given)	nt	nt	nt	-4.0%
33	CCOC(=O)c1c(C)[nH]c(CCC(=O)NCc2ccc(OC)c(OC)c2)c1C	nt	nt	nt	-1.8%
34	CCn1ccc2sc(C)c(C(=O)N3CCC(Cc4ccccc4)CC3)c2c1=O	-17.0%	?	?	23.5%
35	CCOc1ccccc1CNC(=O)C1CCN(c2cc(C(F)(F)F)nc(C)n2)CC1	3.3%	?	?	2.1%
36	O=C(C1CCCN(C2CCN(Cc3ccc4c(c3)OCO4)CC2)C1)N1CCOCC1 (stereo not given)	-7.6%	-12.6%	-17.2%	2.6%
37	O=C(C1CC1)N1CCC(C(=O)N2CCC(N3Cc4cccn4C3=O)CC2)CC1	nt	-17.2%	-5.8%	23.4%
38	CCOC(=O)c1c(S(=O)(=O)N2CCC(C(=O)Nc3ccc(F)cc3F)CC2)c(C)n(C)c1C	nt	nt	nt	-18.0%
39	COc1cc(-c2nc(-c3cccc(Cl)c3)c(-c3ccccc3)[nH]2)cc(OC)c1OC	nt	nt	nt	?
40	O=C1NC(C(=O)NCCc2ccccc2)Cn2cccc21 (stereo not given)	6.2%	-17.2%	-5.0%	-21.1%

item	GPT2 inh	SNCA viab count	IP6K1 inh
31	nt	-1.2%	-11.3
32	nt	5.6%	11.9
33	nt	9.1%	-4.6
34	?	14.9%	7.8
35	i	-11.0%	1.9
36	2.6%	13.9%	4.8
37	-11.1%	13.3%	2.9
38	nt	-1.4%	11.3
39	nt	?	7.4
40	-3.5%	3.4%	5.2

Of the compounds above, two contain a CF3 group.
item	smiles	FLuc inh	NIH3T3 tox	HEK293 tox	SNCA expr inh
15	COC(=O)c1scc(-c2ccc(C)cc2)c1S(=O)(=O)Nc1ccc(OC(F)(F)F)cc1	nt	nt	nt	-23.0%
35	CCOc1ccccc1CNC(=O)C1CCN(c2cc(C(F)(F)F)nc(C)n2)CC1	3.3%	?	?	2.1%

item	GPT2 inh	SNCA viab count	IP6K1 inh
15	nt	13.9%	-2.4
35	i	-11.0%	1.9

Other records
item	smiles	FLuc inh	NIH3T3 tox	HEK293 tox	SNCA expr inh
41	Clc1ccc2nc(-c3ccc(N4CCOCC4)cc3)c(Nc3ccccc3)n2c1	nt	nt	nt	85.5%[activator]
42	O=C1CSC2(C(=O)N(Cc3ccccc3F)c3ccccc32)N1c1ccc(F)cc1 (stereo not given)	nt	nt	nt	29.8%
43	O=C(NC1CCCN(c2cc(-c3ccc(F)cc3)[nH]n2)C1)c1cccc(F)c1 (stereo not given)	-23.6%	?	31.6µM*	6.2%
44	O=C(c1cncc(Br)c1)N1CCN(c2ccnc3ccnn23)CC1	nt	-2.7%	3.2%	1.8%
45	COc1cccc(NC(=O)CCNC(=O)Cn2ccc3ccccc3c2=O)c1	nt	nt	nt	11.3%
46	COc1ccc2c(CNC3CCCCCC3)c(C(=O)O)n(Cc3ccccc3F)c2c1	nt	nt	nt	-2.1%
47	O=C(O)C[C@@H]1CCN(C(=O)C2CCCC2)C[C@@H]1CCN1CCCCC1	-4.5%[172 µM]	2.1%[174 µM]	-3.8%[172 µM]	-16.8%[87.6 µM]
48	Cc1cnc(C(=O)N2CCC3(CC2)CCC(O)(CN(C)C)CC3)cn1	nt	-20.1%	-9.2%	-3.3%
49	O=C(Nc1ccccc1)N1CCC2(CC1)CC(Cc1ccccc1)=NO2	-3.3%	-15.5%	-3.0%	-2.0%
50	COc1ccc(CNC(=O)CN2C(=O)NC(c3ccc(Cl)cc3)C3=C2COC3=O)cc1 (stereo not given)	-8.2%	?	?	-14.7%

item	GPT2 inh	SNCA viab count	IP6K1 inh
41	nt	-13.3%	-13.0
42	nt	-15.7%	3.1
43	-1.8%	?	5.9
44	4.9%	1.8%	-12.3
45	nt	-1.7%	-13.4
46	nt	-20.0%	19.3
47	i	3.8%[87.6 µM]	5.4
48	-18.1%	-13.8%	16.0
49	3.6%	-3.7%	-15.9
50	i	2.3%	-1.6

(cont.)
item	smiles	FLuc inh	NIH3T3 tox	HEK293 tox	SNCA expr inh
51	CC1(CNC(=O)c2ccccc2Cl)CCOCC1	-8.4%	i	6.7%	16.8%
52	CC1Oc2ccc(NC(=O)c3ccccc3Cl)cc2CN(Cc2ccc(F)cc2)C1=O (stereo not given)	-9.0%	?	39.8µM*	5.1%
53	Cc1cccc(C(=O)N2CCC(n3c(C)nn(C)c3=O)CC2)c1	nt	-21.5%	1.6%	12.9%
54	Cc1ccc(C(C)C)c(OCC(=O)Nc2cccc(NC(=O)c3ccco3)c2)c1	nt	nt	nt	-9.9%

item	GPT2 inh	SNCA viab count	IP6K1 inh
51	?	8.9%	2.1
52	-17.8%	1.1%	2.6
53	i	-0.6%	21.2
54	nt	-9.8%	3.3
